Screening results as filed in PubChem BioAssay.
G9a block = G9a (human) methyltransferase inhibition; 350,000 tested, 8.8% active; Q96KQ7; G9a H3K9 monomethylation, AlphaScreen, 2 h; Potency, µM (series often up to 102 µM), without a hit: at the highest dose activity, negative = inhibition, usual class: inhibitors; AID 504332; note: % is set by controls: 0 for no effect and ±100 for the full control effect; nearly all actives have a fitted effect of over 75% in size
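Chemiluminescent proximity detection of H3K9 monomethylation, read after 10 min bead incubation in the dark. Reaction: 20 nM G9a, 500 nM biotin-H3K9 peptide, 20 uM SAM cofactor, 2 h, room temperature, following 15 min enzyme-compound preincubation.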
Pol beta inh = DNA polymerase beta (human) inhibition; P06746; Pol beta primer extension/strand displacement, fluorescence kinetic; Potency, µM (top dose mostly 114 µM), for inactives: at the highest dose activity change, negative = inhibition, usual class: inhibitors; 340,000 tested, 1.3% active; AID 485314; note: % is set by controls: 0 for no effect and ±100 for the full control effect
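Kinetic readout of DNA synthesis with strand displacement by Pol beta. Compound and 10 nM enzyme sit 15 min at room temperature; 50 nM substrate starts the reaction, read immediately and at 10 min.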
Pol kappa inh = inhibitors of human DNA polymerase kappa; Q9UBT6; purified Pol kappa, fluorescent DNA synthesis assay, 10 min; Potency, µM (top dose mostly 107 µM), without a hit: at the top dose activity, negative = inhibition, actives largely listed as inhibitors; 400,000 tested, 0.53% active; note: % is set by controls: 0 for no effect and ±100 for the full control effect
Target sequence (Q9UBT6 whole entry, looked up): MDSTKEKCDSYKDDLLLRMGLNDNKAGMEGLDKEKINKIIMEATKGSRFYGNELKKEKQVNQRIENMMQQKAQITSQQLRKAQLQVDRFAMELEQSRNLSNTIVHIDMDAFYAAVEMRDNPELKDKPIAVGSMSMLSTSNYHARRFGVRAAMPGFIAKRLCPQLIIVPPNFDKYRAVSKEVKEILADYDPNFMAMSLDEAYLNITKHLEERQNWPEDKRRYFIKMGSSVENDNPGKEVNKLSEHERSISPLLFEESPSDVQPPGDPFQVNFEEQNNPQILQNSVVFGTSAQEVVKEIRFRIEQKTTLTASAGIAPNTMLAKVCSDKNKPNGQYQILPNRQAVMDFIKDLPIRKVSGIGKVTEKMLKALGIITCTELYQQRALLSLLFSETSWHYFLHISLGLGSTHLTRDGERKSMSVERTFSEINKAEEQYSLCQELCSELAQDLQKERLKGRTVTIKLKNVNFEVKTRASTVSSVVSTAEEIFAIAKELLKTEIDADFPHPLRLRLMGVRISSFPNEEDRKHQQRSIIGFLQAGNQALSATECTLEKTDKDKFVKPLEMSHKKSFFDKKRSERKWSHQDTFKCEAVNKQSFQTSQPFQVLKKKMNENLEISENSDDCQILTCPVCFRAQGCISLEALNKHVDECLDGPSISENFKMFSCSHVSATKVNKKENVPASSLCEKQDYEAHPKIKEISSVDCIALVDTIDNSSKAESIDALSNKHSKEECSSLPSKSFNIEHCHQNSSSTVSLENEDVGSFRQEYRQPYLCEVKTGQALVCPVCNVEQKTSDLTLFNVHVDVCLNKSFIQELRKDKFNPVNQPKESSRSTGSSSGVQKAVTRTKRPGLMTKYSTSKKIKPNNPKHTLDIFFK
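Pol kappa 10 nM + cpd, 15 min RT; start w/ substrate 50 nM final; fluorescence kinetic read, 0 and 10 min. Neg ctrl: buffer, no enzyme.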
BAZ2B block = BAZ2B (human) inhibition; AlphaScreen BAZ2B-H3K14Ac peptide displacement; Q9UIF8; Potency, µM (titrated, usually from 114 µM), inactives show at the top dose activity change, negative = inhibition, usual class: inhibitors; 360,000 tested, 4.4% active; note: % is set by controls: 0 for no effect and ±100 for the full control effect; nearly all actives have a fitted effect of over 60% in size
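Multi-concentration screen (max 110 uM) measuring displacement of acetylated histone H3 peptide from BAZ2B by AlphaScreen, using 50 nM protein, 50 nM peptide and 10 ug/mL streptavidin donor plus Ni-chelate acceptor beads.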
POLH inh = DNA polymerase eta (human) inhibition; Q9Y253; recombinant Pol eta, fluorescent DNA replication assay; Potency, µM (titrated, usually from 114 µM), inactives show at the highest dose activity change, negative = inhibition, usual class: inhibitors; 390,000 tested, 1.2% active; AID 588591; note: % is set by controls: 0 for no effect and ±100 for the full control effect
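Pol eta (10 nM) was preincubated with compounds for 15 min at room temperature, after which fluorescent replication substrate (50 nM final) was added to start the reaction. Fluorescence was read kinetically at 0 and 10 min.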
BLM helicase inh = inhibitors of human Bloom syndrome helicase BLM. P54132. recombinant BLM DNA unwinding, fluorescence dequenching. Potency, µM (highest dose often 56.1 µM), inactives show at the highest dose activity change, negative = inhibition, hits mostly inhibitors. 350,000 tested, 0.2% active;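 note: plate controls were vehicle for no effect and no enzyme for full effect; nearly all actives have a fitted effect of over 35% in size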
APEX1 inh = inhibitors of human APE1 endonuclease; P27695; recombinant APE1, TAMRA/BHQ-2 abasic DNA cleavage fluorescence; Potency, µM (doses to about 65.8 µM), for the others: at the top dose activity change, negative = inhibition, most hits filed as inhibitors; 350,000 tested, 0.35% active; AID 2517;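 note: plate controls were vehicle for no effect and reference inhibitor for full effect; nearly all actives have a fitted effect of over 55% in size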
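Endonuclease cleavage of a quenched abasic-site DNA duplex (50 nM) by APE1 (0.75 nM) was tracked by TAMRA dequenching. Compounds were preincubated with enzyme 15 min at room temperature; data normalized to buffer-only and DMSO wells plus NSC13755 control.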
JMJD2A Tudor inh = blocks the human JMJD2A Tudor domain; O75164; 390,000 tested, 4.4% active; Potency, µM (top dose mostly 114 µM), inactives show top-dose activity change, negative = inhibition, most hits filed as inhibitors; AlphaScreen JMJD2A-Tudor / H3K4me3 peptide binding; AID 504339; note: % is set by controls: 0 for no effect and ±100 for the full control effect; nearly all actives have a fitted effect of over 50% in size
Pol iota inh = inhibitors of human DNA polymerase iota | Q9UNA4 | Pol iota fluorescent replication assay, 10 min | Potency, µM (highest dose often 115 µM), for inactives: at the top dose activity, negative = inhibition, hits mostly inhibitors | 390,000 tested, 1% active
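Fluorescent replication assay read twice, at 0 min and 10 min after adding 50 nM (final) substrate. Enzyme (10 nM) and compounds were first incubated 15 min at room temperature; enzyme-free buffer wells were negative controls.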
* hit, by the source's call; ? = inconclusive; / = not tested or not shown; [ ] = another dose, or the depositor's remark. Calls come from the whole dose curve; as a rule, active = well fitted curve in the direction sought with a large enough effect; inconclusive = small, poorly fitted or top-dose-only effect, or another doubt; inactive = no such curve, though single readings can be large; an effect the other way counts as inactive or inconclusive. Potency is the fitted concentration of half-maximal effect. Only part of the results is shown (hit frequency here may not be typical).

Below each compound – G9a block, Pol beta inh, Pol kappa inh, BAZ2B block, POLH inh, BLM helicase inh, APEX1 inh, JMJD2A Tudor inh, Pol iota inh
COc1ccccc1C(=O)COC(=O)C1(C)CC1(Cl)Cl (stereo not given)
  /, /, -9%, /, -20%, /, 15%, 93%[activator], 98%[activator]
CC(C)OC(=O)c1ccc(NC(=S)NC(=O)c2cncc(Br)c2)cc1
  -18%, -2%, -1%, -9%, 12%, -3%, 17%, -11%, -7%
COc1ccc(CCN(C)c2ccc(S(=O)(=O)N3CCCC3)cn2)cc1OC
  1%, -9%, -11%, -4%, -5%, 1%, -3%, -5%, 43%[activator]
C=CCOc1ccc(C2N3CC4(CC)CN2CC(CC)(C3)C4=O)cc1 (stereo not given)
  5%, 3%, -1%, 0%, -16%, -6%, 32%[activator], 8%, -7%
COc1ccccc1CCC(=O)Oc1ccccc1C#N
  36%, 0%, 5%, -1%, -14%, -4%, -2%, 8%, 33%[activator]
CNC(=S)N(CCc1c(C)[nH]c2ccc(OC)cc12)Cc1cccnc1
  ?, -9%, -3%, /, -8%, 2%, -2%, -31%, 14%
CCN1C(=O)[C@H]2[C@H]3CN=C(SCc4ccc(OC)cc4)N3[C@@](CC)(C(=O)OC)[C@H]2C1=O
  /, /, -10%, /, -2%, /, -12%, ?, ?
COCc1c(C#N)c(NCCc2ccccc2)nc(C)c1[N+](=O)[O-]
  5%[59 µM], -12%, -10%, -5%, -19%, 2%, 9%, -10%, -17%
O=C(OCC(=O)c1c[nH]c2ccccc12)c1cccc(O)c1
  -90%, 11%, -15%, -9%, -6%, 1%, 9%, -18%, 25%
Oc1ccccc1C=Nc1ccccc1-c1nc2ccccc2[nH]1
  56%[activator][59 µM], -23%, -13%, 10%, 5%, 1%, 5%, 0%, 63%[activator]
CC1Cc2ccccc2N1C(=O)COC(=O)c1ccc([N+](=O)[O-])o1 (stereo not given)
  /, /, -8%, /, ?, /, -40%, -18%, ?
CN(C)CC(NC(=O)c1cccc(S(=O)(=O)Nc2ccc3c(c2)OCO3)c1)c1ccccc1 (stereo not given)
  -20%[59 µM], /, -21%, -34%, 0%, /, 13%, -34%, -4%
COc1ccc2cc3cc(C(=O)NCCCN4CCOCC4)oc3nc2c1
  -1%[12.7 µM], -2%, -8%, -4%, -12%, 8%, 3%, 6%[11.4 µM], -2%
C[C@H](Cc1ccccc1)Nc1ncnc2c1ncn2[C@@H]1O[C@H](CO)[C@H](O)[C@H]1O
  10%, 18%[57.1 µM], /, /, -2%[57.1 µM], /, 9%, /, 11%[58.9 µM]
O=C(O)CSc1cc(C(=O)c2cc(F)ccc2O)cn2c(=O)c3c(-c4ccccc4)csc3nc12
  50µM*, ?, ?, 56µM*, 22µM*, 25µM*, -6%, 56µM*, ?
CCOc1cc(N2CCOCC2)c(OCC)cc1NC(=O)C(C)(C)C
  -7%, -3%, 11%, /, -1%, -2%, -4%, -12%, 57%[activator]
COc1ccc(CCNC(=O)CCC(=O)n2ncc3cc(C)ccc32)cc1OC
  /, 2%, 12%, 11%, -11%, -9%, -3%, -10%, 12%
O=C(Nc1ccc2ccccc2c1)c1cnccn1
  -32%[12.7 µM], 33%, -19%, -9%, 0%, -9%, 14%, -27%, -8%
NC(=O)c1nc(N2CCOCC2)nc(N2CCOCC2)n1
  -36%[12.7 µM], 25%, 8%, 5%, 1%, 0%, -14%, -1%, 16%
Cc1ccc(/C=C2/Sc3ccccc3N(CC(=O)NCC3CCCO3)C2=O)cc1 (stereo not given)
  -15%, -3%, -15%, -3%, -16%, -2%, -3%, -26%, -1%

(cont.)
Below each compound – G9a block, Pol beta inh, Pol kappa inh, BAZ2B block, POLH inh, BLM helicase inh, APEX1 inh, JMJD2A Tudor inh, Pol iota inh
CN(Cc1ccc(N(C)C)cc1)C(=O)c1cc2ccccc2o1
  40µM*, 1%, -12%, 32µM*, -12%, -7%, -1%, 50µM*, 95%[activator]
O=C(CCCCCn1c(=S)[nH]c2ccccc2c1=O)N1CCOCC1
  35µM*, 0%, 1%, -36%[57.1 µM], 9%, 1%, 5%, 28%, 17%
COc1cccc(CNC(=O)CCCNC(=O)c2ccc(Cl)cc2)c1
  ?, ?, -8%, -27%, -7%, -14%, -23%, -18%, -1%
O=C(Nc1cccc([N+](=O)[O-])c1)NC1CCCCCCC1
  ?, 0%, -5%, -29%, -17%, -5%, 8%, -28%, 31%[activator]
CCOC(=O)c1cc(C#N)c(NCc2ccccc2)nc1C
  17%, 24%, -9%, 9%, 9%, -1%, 15%, -11%, -5%[58.9 µM]
Cc1cc(NN)nc(NS(=O)(=O)c2ccccc2)n1
  32µM*, 8%, -7%, 14%, -4%, -3%, 5%, ?, 9%
CC(=O)c1ccc(NC(=O)c2nc(-c3ccccc3)n(-c3ccc(C)cc3)n2)cc1
  ?, -1%, 0%, -2%, -14%, -5%, /, -19%, 7%
CCOc1cc(CNCCc2c[nH]c3ccccc23)cc(Cl)c1OCC(N)=O
  /, 21%, 7%, ?, 3%, 2%, 14%, -28%, 11%
CCc1ccc(N(C)S(=O)(=O)c2ccc3[nH]cc(C(=O)NCCN4CCOCC4)c(=O)c3c2)cc1
  -49%, 1%, -11%, -29%, -6%, 2%, -2%, -20%, -11%
CCOc1ccc(OCc2ccc(C(=O)Nc3cccnc3)cc2)cc1
  -36%[12.7 µM], /, -1%, 40%[activator], 0%, /, 2%, -13%, -11%
COc1ccccc1-n1cnc(N)c1C(=O)c1ccccc1
  5%[2.33 µM], 8%, -1%, -18%, 2%, 0%, 2%, 8%[11.4 µM], ?
Fc1ccc(NC(=S)NNc2ncc(C(F)(F)F)cc2Cl)c(F)c1
  ?, 44%, -5%, -12%, -22%, -6%, 8%, -28%, 34%[activator]
O=C(c1ccc(=O)[nH]n1)N1CCN(S(=O)(=O)c2cccc(F)c2)CC1
  -30%, /, -13%, 12%, -1%, /, -6%, -7%, 6%
COc1ccc(-c2cc(C(=O)NC(C)C)no2)cc1
  11%, -1%, -16%, 11%, -7%, -3%, 1%, 5%, 4%
COc1ccc(Cl)cc1NC(=O)COc1cccc2c(=O)n(C)ccc12
  ?, ?, -5%[60.1 µM], -15%, -7%, -5%, /, -15%, 23%
COC(=O)C(NC(=O)c1ccccc1)=C1C=C(C)OC(C)=C1
  38%[0.501 µM], 42%, -9%, -4%, -12%, -2%, 2%, -10%, 1%
O=S(=O)(c1ccccc1)c1nc(-c2cccc(Cl)c2)oc1NCc1ccccc1
  -30%[59 µM], 1%, 25%, ?, -16%, -7%, /, -20%, 13%
CC(C)CN1CCN(Cc2cccc3ncccc23)CC1CCO (stereo not given)
  -39%, 1%, 2%, -15%, -25%, -3%, 6%, 0%, 142%[activator]
O=c1[nH]c(=S)[nH]cc1Oc1ccc(Br)cc1Br
  /, /, -16%, /, 1%, /, /, -20%, ?
CCc1ccccc1NC(=O)Nc1cccn(Cc2ccc(F)cc2)c1=O
  -3%, 16%, -18%, ?, -17%, -11%, -8%, -35%, ?

Reformatted with bars between the fields: part of the list above
structure | G9a block | Pol beta inh | Pol kappa inh | BAZ2B block | POLH inh | BLM helicase inh | APEX1 inh | JMJD2A Tudor inh | Pol iota inh
CC(=O)c1ccc(NC(=O)c2nc(-c3ccccc3)n(-c3ccc(C)cc3)n2)cc1 | ? | -1% | 0% | -2% | -14% | -5% | / | -19% | 7%
CCOc1ccc(OCc2ccc(C(=O)Nc3cccnc3)cc2)cc1 | -36%[12.7 µM] | / | -1% | 40%[activator] | 0% | / | 2% | -13% | -11%

Next compounds follow:
Below each compound – G9a block, Pol beta inh, Pol kappa inh, BAZ2B block, POLH inh, BLM helicase inh, APEX1 inh, JMJD2A Tudor inh, Pol iota inh
O=C(c1ccco1)N(CCCN1CCOCC1)c1nc(-c2ccc(F)cc2)cs1
  ?, 3%, -9%, -36%, -10%, -12%, 4%, ?, 3%
NCC[C@H](O)C(=O)N[C@H]1C[C@@H](N)[C@@H](O[C@H]2O[C@@H](CN)[C@@H](O)[C@@H](O)[C@@H]2O)[C@@H](O)[C@@H]1O[C@H]1O[C@@H](CO)[C@@H](O)[C@@H](N)[C@@H]1O
  27%[21.5 µM], /, -2%[12 µM], /, /, 39%[activator][21.4 µM], 7%[21 µM], /, /
c1cnc2c(OCc3cn4cccnc4n3)cccc2c1
  3.2µM*, -3%, -2%, ?, 1%, -12%, 2%, ?, -3%
COc1ccc(/C=N/NC(=O)c2ccc(COCC(F)(F)C(F)F)cc2)cc1
  16%[59 µM], ?, -6%, -33%, ?, -4%, -4%, -18%, -5%
COc1cc(/C=N/Nc2ccc(C(=O)O)cc2)cc(OC)c1OC
  50µM*, 14%, 8%, -4%, -6%, -3%, -1%, -7%, 51%[activator]
COc1ccc(NS(=O)(=O)c2cccc(C(=O)NCC(c3ccc(OC)cc3)N3CCOCC3)c2)cc1 (stereo not given)
  65%[activator], 0%, -6%, -1%, -11%, -1%, 9%, -25%, 57%[activator]
CCOc1ccc(OCC)c(-c2c(=O)n(OCc3ccccc3C(=O)OC)c3ccccc3[n+]2[O-])c1
  /, 1%, -11%, -11%, -22%, -7%, -9%, -25%, -1%
O=C(CSc1ccc(-c2ccco2)nn1)NC1CCCCC1
  45µM*, 22µM*, ?, 50µM*, ?, -20%, ?, ?, ?
Cc1cc(/C=c2/sc3nc4ccccc4n3c2=O)c(C)n1-c1ccccn1
  ?, 16%, -19%, -10%, -16%, -6%, -7%, ?, 11%
CCn1cc(C(=O)Nc2ccc(-n3cnnn3)c(OC)c2)c(=O)c2ccc(C)nc21
  -7%, 5%, /, 12%, /, 0%, 6%, /, /
Cc1ccc(C(=O)NC2CC(C)(C)NC(C)(C)C2)c(C)c1
  18%[59 µM], 4%, 5%, 14%, -11%, 0%, -2%, -10%, 9%
COc1ccc(N2CCN(CC(O)COc3ccc(F)cc3)CC2)cc1 (stereo not given)
  16µM*, -2%, -4%[60.1 µM], ?, -5%, -2%, 60%, ?, -5%
Cc1cc(NC(=O)CN2CCN(c3ncccn3)CC2)no1
  8.9µM*, 3%, -5%[60.1 µM], 56µM*, -4%, -3%, -1%, 20µM*, 9%
COc1ccc(C(C(=O)NCC2CCCO2)N(C(=O)CNC(=O)c2ccco2)c2cc(C)cc(C)c2)cc1OC (stereo not given)
  -30%, 27%, -1%, 0%, -2%, 0%, 19%, -20%, -6%
O=C(CNC(=O)c1cc2ccccc2o1)NCc1cccs1
  16%[59 µM], 1%, -6%, -6%, -11%, 2%, 31%[activator], -10%[11.4 µM], -4%
